USP2a block: USP2a (human) protease inhibition; USP2 core, Ub-CHOP2 coupled fluorogenic reporter, 485/531; Potency, µM (series often up to 38.3 µM), inactives show top-dose activity change, negative = inhibition, hits mostly inhibitors; 0.01% of 330,000 active; AID 463254;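 also: potency is read from the fitted curve at half-maximal effect; plate controls were DMSO wells for no effect and full inhibition by NEM control for full effect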
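Deubiquitinase activity read as fluorescence (485/531 nm) after Ub-CHOP2 cleavage activates the enterokinase reporter on its substrate; USP2 core 10nM, Ub-CHOP2 and substrate 25nM each, 30min compound preincubation then 60min RT; data normalized to NEM, curves fitted.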
ELG1 repair inh: blocks ELG1-dependent DNA repair in HEK293T cells; Potency, µM (top dose mostly 46.1 µM), without a hit: top-dose activity change, negative = inhibition, usual class: inhibitors; 2.3% of 330,000 active; HEK293T ELG1-luciferase reporter, luminescence, 16 h; DNA damage induced by 5-fluorouridine; also: potency is read from the fitted curve at half-maximal effect; % is scaled to controls: 0 for no effect and ±100 for the full control effect; nearly all actives have a fitted effect of over 55% in size
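Step one: seed 2,000 cells per well. Step two: pin-transfer compound or DMSO alongside 5-fluorouridine. Step three: incubate 16 hr, 37 °C, 5% CO2. Step four: add ONE-Glo, wait 30 min, read luminescence.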
Mito fusion act: blocks mitochondrial division or promotes mitochondrial fusion; Potency, µM (highest dose often 46.1 µM), inactives show at the top dose growth rescue (activation), actives largely listed as activators; S. cerevisiae fusion-defective mutant growth rescue, CellTiterGlo 48 h; 0.23% of 320,000 active;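 also: potency is read from the fitted curve at half-maximal effect; % of control where 0% means no effect; nearly all actives have a fitted effect of over 45% in size; temperature-sensitive fusion mutants such as fzo1-1 at 37 °C on non-fermentable ethanol glycerol medium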
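Compounds are tested for their ability to restore growth of mitochondrial fusion-defective yeast strains at non-permissive 37C in YPEG medium over 48 hours. Viability is quantified by luciferase luminescence.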
TCR activator: T cell receptor activation | primary human leukocytes, anti-CD3, IL-2 HTRF, 48 h | Potency, µM (top dose mostly 9.22 µM), for inactives: at the top dose activation of IL-2 secretion, hits mostly activators | 330,000 tested, under 10 active | AID 504894; also: % of control where 0% means no effect
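1) Mix primary human leukocytes, a-CD3 beads and compound. 2) Incubate 48 hr. 3) Add HTRF IL-2 reagents (a-IL-2-K, a-IL-2-d2).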
TRPV1 ag: human TRPV1 agonism. Q8NER1. TRPV1-expressing cells, Fluo-8 calcium influx, agonist mode. 0.19% of 320,000 active. activation, % at 8.33 µM; in the data active = activation above about 80%; inconclusive = between about 30% and that limit; also: 0% is about no effect
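Fluo-8 calcium influx in TRPV1-expressing cells, kinetic read (ex 480/em 520 nm). Compound added and read 3 min for agonist activity, followed by capsaicin at EC20 final and 2 min further read for enhancement.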
AT treatment: potential ataxia-telangiectasia treatments restoring KAP-1 phosphorylation. […] A-T fibroblasts, KAP-1 phosphorylation AlphaLISA; neocarzinostatin DNA damage 30 min before lysis. Potency, µM (doses to about 57.5 µM), for inactives: at the top dose activation, usual class: activators. 0.19% of 320,000 active; also: potency is read from the fitted curve at half-maximal effect; % of control where 0% means no effect; nearly all actives have a fitted effect of over 45% in size
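hTERT-immortalized A-T patient fibroblasts ([…]), 500 cells/well in OPTI-MEM, 1% FBS, got compounds for 60 min, then NCS for 30 min at 37C. Lysates were then assayed for phospho-KAP-1 by AlphaLISA (anti-pKAP1 donor, anti-KAP1 acceptor beads), 6 hr at 25C.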
hERG WT inh: blocks the wildtype human KCNH2 potassium channel | Q12809 | U2OS, BacMam KCNH2, thallium flux FluxOr; active compounds read low | activity change, % at 1.84 µM | 0.37% of 340,000 active | AID 720551;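 active = maximum activity change below -70%; inconclusive = maximum activity change between -70% and -50%; inactive = maximum activity change above -50%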; also: % is scaled to controls: 0 for no effect and ±100 for the full control effect
Target sequence (Q12809 whole entry, looked up): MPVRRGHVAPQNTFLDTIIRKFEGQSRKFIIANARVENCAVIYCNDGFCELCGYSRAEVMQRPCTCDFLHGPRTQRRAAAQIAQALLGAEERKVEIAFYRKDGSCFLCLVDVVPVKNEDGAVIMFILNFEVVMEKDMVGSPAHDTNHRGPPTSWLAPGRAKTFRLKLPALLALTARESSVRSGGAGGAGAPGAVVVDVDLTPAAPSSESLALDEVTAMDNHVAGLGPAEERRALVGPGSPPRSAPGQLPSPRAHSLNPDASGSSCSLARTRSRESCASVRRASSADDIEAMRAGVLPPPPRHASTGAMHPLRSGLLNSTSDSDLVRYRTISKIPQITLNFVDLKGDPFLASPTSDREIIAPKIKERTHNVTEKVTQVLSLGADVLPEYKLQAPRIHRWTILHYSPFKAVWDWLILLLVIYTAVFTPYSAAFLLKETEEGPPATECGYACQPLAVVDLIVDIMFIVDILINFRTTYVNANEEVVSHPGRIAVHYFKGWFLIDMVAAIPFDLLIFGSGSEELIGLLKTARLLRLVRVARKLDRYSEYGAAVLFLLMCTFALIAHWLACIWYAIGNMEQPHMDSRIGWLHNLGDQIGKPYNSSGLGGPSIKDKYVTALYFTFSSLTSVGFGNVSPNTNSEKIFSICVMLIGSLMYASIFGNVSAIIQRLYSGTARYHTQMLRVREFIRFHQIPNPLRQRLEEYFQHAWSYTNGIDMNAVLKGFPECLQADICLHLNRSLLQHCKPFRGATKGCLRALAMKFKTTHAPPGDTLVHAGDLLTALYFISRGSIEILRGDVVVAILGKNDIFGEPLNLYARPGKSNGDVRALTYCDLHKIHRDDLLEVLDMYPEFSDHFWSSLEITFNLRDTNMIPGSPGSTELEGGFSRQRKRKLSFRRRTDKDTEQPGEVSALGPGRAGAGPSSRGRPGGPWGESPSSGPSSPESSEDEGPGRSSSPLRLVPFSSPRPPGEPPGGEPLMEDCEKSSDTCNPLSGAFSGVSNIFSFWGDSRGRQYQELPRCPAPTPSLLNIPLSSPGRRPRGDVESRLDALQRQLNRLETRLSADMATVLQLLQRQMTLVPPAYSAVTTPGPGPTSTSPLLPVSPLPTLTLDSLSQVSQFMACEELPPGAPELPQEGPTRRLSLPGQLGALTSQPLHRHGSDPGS
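U2OS cells were transduced with wild-type KCNH2 virus (2.03 x 10^8 / mL) for 4 h at room temperature, then cultured overnight at 37 C. Thallium flux was read with FluxOr dye. Rate constants were normalized to DMSO controls.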
Eya2 inh: blocks the phosphatase activity of human Eya2; O00167; recombinant Eya2, OMFP fluorescence dephosphorylation (OMFP is methylfluorescein phosphate); Potency, µM (highest dose often 76.9 µM), for the others: at the top dose activity, negative = inhibition, actives largely listed as inhibitors; 0.006% of 330,000 active; also: potency is read from the fitted curve at half-maximal effect; % is scaled to controls: 0 for no effect and ±100 for the full control effect
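Eya2 (0.2 uM) preincubated 10 min at ambient with compound, then OMFP substrate added at 50 uM; 10 min reaction in 50 mM HEPES pH 7.5, 50 mM NaCl, 5 uM MgCl2, 0.05% BSA, 1 mM DTT. Fluorescence read at Ex 485/Em 525 nm.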
KCNH2 3.1 block: KCNH2 3.1 (human) potassium channel inhibition; U2OS KCNH2 3.1, thallium flux FluxOr; active compounds read low; 0.95% of 340,000 active; activity change, % (tested at about 1.8 µM);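 active = maximum activity change below -70%; inconclusive = maximum activity change from -70% to -50%; inactive = maximum activity change above -50%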;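 also: thallium influx rate constant from kinetic fluorescence after stimulation buffer; % is scaled to controls: 0 for no effect and ±100 for the full control effect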
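Steps: virus added to U2OS suspension (4 h, RT, dark); medium with 10% FBS added, cells plated, 37 C overnight; FluxOr/Red40 loading buffer 45 min RT; stimulation buffer, 2 min kinetic read; rate constant normalized.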
TSHR antag: human thyrotropin receptor antagonism; P16473; TSHR-expressing cells, TSH-stimulated cAMP HTRF, 2 h; active compounds read low; activity change, negative = inhibition, % at 11.5 µM; 0.2% of 330,000 active; AID 504810;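 active = activity change below a set negative limit, meaning inhibition stronger than a set level, cut at about -70% in these data; inconclusive = activity change between two set negative limits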; also: % is scaled to controls: 0 for no effect and ±100 for the full control effect
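TSHR-expressing cells, 200/well, pre-treated with compound, then stimulated with EC80 TSH (4nM final) for 2 hours at 37 deg C. cAMP measured by competitive HTRF: anti-cAMP cryptate antibody in lysis buffer plus cAMP-d2, read after 30 minutes at room temperature.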
An asterisk follows results filed as active; ? = inconclusive; . = no result given; [ ] = remark or other dose. Unless noted, calls follow the shape of the dose curve; as a rule, active = well fitted curve in the direction sought with a large enough effect; inconclusive = small, poorly fitted or top-dose-only effect, or another doubt; inactive = no such curve, though single readings can be large; an effect the other way counts as inactive or inconclusive. The list is partial; count on the stated rates, not on these rows.

Start of the data: the first four entries as a preview:
SMILES	USP2a block	ELG1 repair inh	Mito fusion act	TCR activator	TRPV1 ag	AT treatment	hERG WT inh	Eya2 inh	KCNH2 3.1 block	TSHR antag
CC1(C)CN(S(=O)(=O)OCC(Cl)(Cl)Cl)C(=O)N1	0%	9%	5%	2%	-2	1%	-6	-12%	-2	0
O=C1NC(=S)N(c2ccccc2F)C(=O)/C1=C\c1cccs1	1%	?	-7%	5%[46.1 µM]	1	7%	-33	0%	5	5
CC/C(=N\Nc1cccc2ccccc12)c1c(O)[nH]c(=O)[nH]c1=O	-10%	?	0%	-4%[46.1 µM]	-1	6%	-7	-9%	-1	-5
CCn1c(O)c(/C=N/N2CCOCC2)c(=O)n(CC)c1=S	-2%	2%	-7%	7%[46.1 µM]	-1	-5%	2	-1%	-8	-6

Results, repeating the preview:
SMILES	USP2a block	ELG1 repair inh	Mito fusion act	TCR activator	TRPV1 ag	AT treatment	hERG WT inh	Eya2 inh	KCNH2 3.1 block	TSHR antag
CC1(C)CN(S(=O)(=O)OCC(Cl)(Cl)Cl)C(=O)N1	0%	9%	5%	2%	-2	1%	-6	-12%	-2	0
O=C1NC(=S)N(c2ccccc2F)C(=O)/C1=C\c1cccs1	1%	?	-7%	5%[46.1 µM]	1	7%	-33	0%	5	5
CC/C(=N\Nc1cccc2ccccc12)c1c(O)[nH]c(=O)[nH]c1=O	-10%	?	0%	-4%[46.1 µM]	-1	6%	-7	-9%	-1	-5
CCn1c(O)c(/C=N/N2CCOCC2)c(=O)n(CC)c1=S	-2%	2%	-7%	7%[46.1 µM]	-1	-5%	2	-1%	-8	-6
N[C@@H](Cc1c[nH]c2ccccc12)c1nnc(SCc2ccccc2)o1	1%	2%	2%	.	0	0%	-4	-9%	3	7
C=CCn1c(O)c(C(C)=Nc2cccc(C(F)(F)F)c2)c(=O)[nH]c1=O	1%	-8%	-1%	1%	-2	-3%	-3	-26%	0	-6
CCN(CC)CCN=Cc1c(O)n(CCc2ccccc2)c(=O)[nH]c1=O	3%	3%	-2%	-2%	.	11%	45	6%	10	-4
CCOP(=O)(OCC)c1nc(-c2cccc3ccccc23)oc1N1CCCCC1	-6%	23µM*	23%	0%	?	25%	-1	-17%	3	-2
CC1CCN(c2cc(Br)c([N+](=O)[O-])cc2F)CC1	-2%	4%	2%	-9%	5	14%	-3	3%	-4	-5
CC[C@]1(C(=O)OC)[C@H]2C(=O)N(Cc3ccccc3)C(=O)[C@H]2[C@H]2CN=C(SCc3ccc(C(=O)OC)cc3)N21	-1%	?	.	4%[46.1 µM]	.	9%	-7	-1%	12	-13
O=C(Nc1nccs1)C(Cl)(Cl)Cl	2%	5%	?	1%	-3	0%	4	0%	11	9
CC(C)Oc1ccc(CCN)cc1Cl	7%	-8%	-8%	4%	0	6%	0	6%	-4	7
COc1ccccc1N1C(=O)CC(=O)NC1=O	2%	16%	0%	5%	0	-2%	10	-3%	-8	-6
O=C(C1CC(=O)N(C2CCCC2)C1)N1CCC2(CC1)OCCO2 (centres undefined)	4%	?	0%	-3%	1	0%	1	3%	7	10
C[C@]12CCC3C(CC[C@H]4C[C@@H](O)CC[C@]34C)C1CC[C@@H]2OC(=O)[C@H](N)CCCCN (some centres undefined)	0%	15%	.	9%	.	-17%	-4	-28%	3	17
O=C(N[C@H]1CP(=O)(Oc2ccccc2)O[C@H](COCc2ccccc2)[C@H]1O)C(Cl)(Cl)Cl (some centres undefined)	3%	1%	-3%	7%	5	5%	3	-20%	-1	-1
O=P(Nc1c(Cl)cccc1Cl)(c1ccccc1)c1nc2c(s1)CCCC2 (centres undefined)	3%	-7%	-2%	-10%	3	4%	4	1%	-9	-7
C=CCN1C(=O)NC(=O)C(CCc2ccncc2)(CCc2ccncc2)C1=O	-1%	8%	-4%	-1%	7	-3%	2	0%	-14	-2
O=C1CCCN1C(=O)c1cncc(Br)c1	1%	-24%	-1%	-4%	7	.	-13	-1%	14	25
COc1ccc2[nH]c(C)c(CCN3CCC(=O)C(C)C3C)c2c1 (centres undefined)	-1%	-3%	-2%	3%	.	6%	-4	-17%	6	-14
CN(C=O)CP(=O)(O)CN(C)C=O	1%	?	-1%	1%	-2	-2%	9	-9%	2	16
O=C(Cc1ccccc1)Oc1ccc(N2C(=O)C3CCCCC3C2=O)cc1 (centres undefined)	0%	6%	2%	0%[46.1 µM]	2	4%	11	0%	-9	23
Cc1ccc2[nH]c(C)c(CCNC(=O)c3cc4cc([N+](=O)[O-])ccc4oc3=O)c2c1	?	0%	?	1%[46.1 µM]	-3	-1%	-3	-5%	-24	-9
O=c1[nH]c(=O)n(-c2ccc(Br)cc2)c(O)c1C=NC(CO)(CO)CO	0%	-7%	2%	-1%	-1	-3%	5	-9%	-5	21
COC(=O)NC(=C(Cl)Cl)P(=O)(c1ccccc1)c1ccccc1	3%	3%	1%	-7%	-2	9%	-4	-5%	19	-4
CC1(C)C2CC=C(CN3CCC(O)CC3)C1C2 (centres undefined)	0%	0%	-5%	3%	3	4%	1	2%	-1	6
Cn1c(=O)oc2cc(S(=O)(=O)CCC(=O)NCCc3ccccc3)ccc21	0%	?	0%	10%	13	-5%	-3	3%	-25	-5
Cc1cccc(N2CCN(Cc3ccc4c(c3)OCO4)CC2)c1C	4%	-19%	3%	-4%	-1	14%	29	-2%	-11	5
O=[N+]([O-])NC1=NCN(Cc2ccco2)CN1Cc1ccco1	-1%	2%	0%	-6%[46.1 µM]	2	6%	-22	-9%	-11	-5
CCCCn1c(O)c(C(C)=NCCc2ccccc2)c(=O)[nH]c1=O	1%	?	15%	-1%	?	-4%	8	3%	-4	-3
C=CCN(CC=C)Cc1c[nH]c2ccccc12	-6%	-4%	2%	-6%	-2	1%	-3	5%	-1	-1
O=c1[nH]c(=O)n(Cc2ccc(F)cc2)c(O)c1C=Nc1ccc(Cl)cc1	1%	-5%	-5%	7%	5	-4%	0	1%	-9	-1
COCCO[C@H]1CCC2C3CC=C4C[C@@H](O)CC[C@]4(C)C3CC[C@@]21C (some centres undefined)	-1%	?	.	2%	.	26%	-1	-19%	-2	-4
Cc1oc(/N=C/c2ccc3c(c2)OCO3)c(C#N)c1C	7%	?	-4%	5%	19	1%	-13	-1%[15.4 µM]	11	-14
O=c1[nH]c(=O)n(-c2cccc3ccccc23)c(O)c1C=NCCCn1ccnc1	0%	-4%	-2%	6%	-6	.	-8	34%	-1	-8
c1ccc2c3c(ccc2c1)OCC1CONC31 (centres undefined)	4%	8%	2%	.	3	1%	3	7%	5	-2
Brc1ccc(Oc2ccc(Br)cc2Br)c(Br)c1	-1%	?	-2%	5%	-7	9%	-10	14%	-1	-9
COC(=O)C1=CO[C@@H](C)[C@@H]2CN3CC[C@]4(C(=O)Nc5ccccc54)[C@@H]3C[C@H]12	0%	-3%	4%	-2%	1	-2%	-7	3%	42	5
O=c1cc(CN2CCNCC2)nc2sccn12	7%	?	0%	8%	0	-30%	-4	0%	6	-3
Cc1ccc(Cc2c(C)nc3nc(SCC(=O)N4CCC5(CC4)OCCO5)nn3c2C)cc1	-1%	-28%	1%	5%	-3	4%	-6	-20%	7	-7
N#CC1=C(N)Oc2c(c(=O)oc3ccccc23)C1c1cccnc1 (centres undefined)	-6%	3%	6%	6%	-1	5%	-1	-2%	2	30
CCOC(=O)c1c(/N=C/c2c(O)n(-c3ccc(F)cc3)c(=S)[nH]c2=O)sc2c1CCCC2	4%	-1%	-2%	-4%	1	-1%	-4	-2%	-7	-9
COc1cc(CN2CCN(C(=O)COc3ccccc3)CC2)cc(OC)c1OC	1%	-4%	2%	8%	-2	4%	7	?	8	-8
Cc1c(C(=O)O)cccc1-n1c(C)cc(/C=C2\C(=O)NC(=O)N(c3ccc4c(c3)OCO4)C2=O)c1C	0%	1%	-3%	1%	0	-6%	-1	9%	6	-2
CCC(=O)N1N=C2C3CCN(CC3)C2C1c1ccc(C)cc1 (centres undefined)	0%	2%	-11%	-2%	2	-16%	3	0%	8	28
C=CCN1C(=O)CSc2ccc(C(=O)N3CCC4(CC3)OCCO4)cc21	1%	5%	-1%	-5%	-6	1%	-10	11%	-2	9
O=Cc1cn(CCCOc2ccccc2)c2ccccc12	2%	?	18%	-10%[46.1 µM]	2	-1%	-1	8%	-9	-8
Cc1ccc(N2C(=O)NC(=O)C(CCc3ccccn3)(Cc3cccc(Cl)c3Cl)C2=O)cc1 (centres undefined)	3%	-23%	?	-1%[46.1 µM]	2	0%	4	4%	-3	13

Screens (PubChem)
